Tb PYK inh = qHTS of Trypanosoma Brucei Inhibitors | pyruvate kinase (Trypanosoma brucei), Q57TT1 | TbPYK enzyme, Kinase-Glo Plus ATP luminescence, 45 min | Potency, µM (doses to about 76.8 µM), for inactives: top-dose activity, negative = inhibition, actives largely listed as inhibitors | hit rate 0.12% among 410,000 | AID 624173, 2012; also: nearly all actives have a fitted effect of over 50% in size
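Luminescent Kinase-Glo Plus end-point after 45 min room-temperature reaction of T. brucei pyruvate kinase started with 130 uM ADP (final). Buffer TEA 50 mM pH 7.2 with KCl, MgCl2, BSA, Tween-20; titration-based qHTS with fitted concentration-effect curves.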
Pf growth 48h = Primary qHTS for delayed death inhibitors of the malarial parasite plastid, 48 hour incubation; Potency, µM (titrated, usually from 28.7 µM), for inactives: top-dose activity change, negative = inhibition, usual class: inhibitors; hit rate 5.9% among 310,000; P. falciparum luciferase growth in erythrocytes, 48 h
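Read-out is firefly luciferase luminescence from an integrated reporter in P. falciparum, so falling signal marks reduced parasite growth. Infected erythrocytes were at 2% hematocrit and 0.1% parasitemia (final) in Albumax-supplemented RPMI 1640.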
Sm TGR inh = qHTS Assay for the Inhibitors of Schistosoma Mansoni Peroxiredoxins | Schistosoma mansoni thioredoxin glutathione reductase (TGR), Q962Y6 | purified TGR, DTNB reduction, TNB absorbance 405 nm | Potency, µM (series often up to 114 µM), without a hit: at the highest dose activity change, negative = inhibition, usual class: inhibitors | hit rate 3% among 360,000 | AID 485364, 2010; also: nearly all actives have a fitted effect of over 60% in size
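First, TGR (20 nM dispensed) and NADPH were mixed with compound. Second, a 15 min room-temperature incubation followed. Third, further NADPH and then DTNB were added to start the reaction. Finally, TNB absorbance was monitored kinetically.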
HCV inh = qHTS Assay for Inhibitors of Hepatitis C Virus (HCV); AID 651820, 2012; hit rate 3.4% among 340,000; Huh7.5.1 HCVcc-Cre infection, luciferase reporter, 44 h; Potency, µM (doses to about 41.8 µM), for inactives: at the highest dose activity change, negative = inhibition, actives largely listed as inhibitors
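Compounds are dispensed onto cells plated 4 h earlier at 1,000 per well, with HCVcc-Cre virus (about 0.5 moi) added next. Following 44 h of culture, luminescent signal is measured for 15 sec after 15 min with substrate at room temperature.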
Pf growth 96h = Primary qHTS for delayed death inhibitors of the malarial parasite plastid, 96 hour incubation; Potency, µM (titrated, usually from 28.7 µM), without a hit: top-dose activity change, negative = inhibition, hits mostly inhibitors; hit rate 6.9% among 320,000; P. falciparum luciferase reporter growth, 96 h; AID 504834, 2011
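96 h incubation, 37 C, 5% CO2, of luciferase-reporter P. falciparum-infected RBCs (2% hematocrit, 0.05% parasitemia final) with test compounds; endpoint luminescence.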
LmPK inh = qHTS Assay for Inhibitors of Leishmania Mexicana Pyruvate Kinase (LmPK); purified LmPK, Kinase-Glo ATP luminescence, 1 h; Q27686; Potency, µM (series often up to 57.5 µM), for inactives: top-dose activity change, negative = inhibition, actives largely listed as inhibitors; hit rate 0.37% among 290,000
Target sequence (Q27686 whole entry, looked up): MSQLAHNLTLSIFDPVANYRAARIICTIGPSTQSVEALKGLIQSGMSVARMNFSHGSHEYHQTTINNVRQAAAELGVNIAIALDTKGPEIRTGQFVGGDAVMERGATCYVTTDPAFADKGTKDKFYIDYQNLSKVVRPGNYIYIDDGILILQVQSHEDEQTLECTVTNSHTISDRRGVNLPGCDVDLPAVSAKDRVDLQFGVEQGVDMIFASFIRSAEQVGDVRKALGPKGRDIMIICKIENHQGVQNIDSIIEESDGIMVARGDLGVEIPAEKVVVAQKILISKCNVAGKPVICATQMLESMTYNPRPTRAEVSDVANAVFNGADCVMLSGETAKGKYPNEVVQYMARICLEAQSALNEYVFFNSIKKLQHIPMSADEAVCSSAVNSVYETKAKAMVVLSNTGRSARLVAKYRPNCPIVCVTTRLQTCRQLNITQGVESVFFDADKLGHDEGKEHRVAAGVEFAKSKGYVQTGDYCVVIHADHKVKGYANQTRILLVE
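Pyruvate kinase activity monitored as ATP production (luciferase luminescence). Conditions: 0.1 nM enzyme, 0.5 mM PEP, 0.1 mM ADP, 1 h, RT; normalized against uninhibited and no-enzyme wells.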
Active calls of the source: *; u = inconclusive; x = not tested or not shown; [ ] = remark or other dose. Calls follow the shape of the dose curve; as a rule, active = well fitted curve in the direction sought with a large enough effect; inconclusive = small, poorly fitted or top-dose-only effect, or another doubt; inactive = no such curve, though single readings can be large; an effect the other way counts as inactive or inconclusive. % is scaled to controls: 0 for no effect and ±100 for the full control effect; potency is read from the fitted curve at half-maximal effect.

SMILES | Tb PYK inh | Pf growth 48h | Sm TGR inh | HCV inh | Pf growth 96h | LmPK inh
CCOC(=O)Nc1cccc2ccccc12 | 4% | x | 14%[11.4 µM] | 2% | 18% | 1%
C=C(C(=O)c1ccccc1)C(C)C(=C)C(=O)c1ccccc1 | -6% | u | -8% | 14µM* | 10µM* | -3%
Cc1c(C(=O)N2CCC(C)CC2)sc2ncnc(N(C)c3ccccc3)c12 | -4% | u | 1% | u | u | 2%
Nc1ccccc1C(=O)OCc1ccc([N+](=O)[O-])cc1 | -4% | 57%[activator] | x | u | 24% | 0%
COc1ccccc1NC(=O)COC(=O)C1CC2C=CC1C2 (stereo unspecified) | -3% | 36%[activator] | 12% | -4% | 61%[activator] | 13%
CCOc1ccc(Br)cc1S(=O)(=O)Nc1cccc(S(=O)(=O)N(C)c2ccccc2)c1 | -18% | 1% | 8% | -23% | 12% | 0%
COc1cc(/C=C/C(=O)O)cc(S(=O)(=O)Nc2ccc(S(=O)(=O)N3CCCCC3)cc2)c1OC | -5% | 30%[activator] | 8% | 20% | 37%[activator] | x
CCC[N+](CC#Cc1ccccc1)(CCC)CC(=O)OC | 3% | 0% | u | 1% | u | -7%
CC(C)=CCN1CCN(Cc2cc(C(C)C)n[nH]2)CC1CCO (stereo unspecified) | -4% | 2% | -5% | 21% | u | 3%
CCN(CC)C(=O)CSc1ncnc2c1nnn2-c1ccc(OC)cc1 | -1% | u | 8% | -8% | u | -1%
O=c1c(-c2n[nH]c(=S)n2-c2ccccc2)cccn1Cc1cccc(Cl)c1 | 13µM* | 79%[activator] | -4% | u | 3% | -4%
O=C(Cc1ccccc1)Nc1c(Cl)ccc2nsnc12 | -1% | 54%[activator] | 30% | 2% | 74%[activator] | 1%
CC1CCc2nc(/C(C#N)=C/c3ccncc3)sc2C1 (stereo unspecified) | 2% | u | -12% | 4% | 0% | 1%
O=S(=O)(NC1CCN(Cc2ccccc2)CC1)c1ccc(Cl)cc1 | 3% | u | 22% | -27% | 40%[activator] | 0%
CCOC(=O)C1(Cc2ccccc2C(F)(F)F)CCN(Cc2ccc(COC)o2)CC1 | -2% | u | -26% | 8.9µM* | u | 1%
Cc1ccc(-c2csc(C3=C(O)CN(NC(=O)c4ccco4)C3=N)n2)cc1 | -3% | 31%[activator] | 1% | 3% | 41%[activator] | 8%
COc1ccc2c(=O)c(Oc3ccc(C(=O)O)cc3)c(C(F)(F)F)oc2c1 | 0% | 258%[activator] | 12% | 22% | 121%[activator] | 6%
CCOC(=O)c1c(C)[nH]c(C)c1C(=O)COC(=O)CNC(=O)c1ccc(OCC)cc1 | -5% | 5% | -23% | u | 0% | 3%
CCn1c(NCc2cc(Cl)ccc2O)nc2ccccc21 | -2% | 7.4µM* | -4% | 32µM* | 5.2µM* | 1%
N#C/C(=C/c1cc(Br)cs1)C(=O)NCC1CCCO1 (stereo unspecified) | -5% | 19% | -16% | 6% | 49%[activator] | 1%
Cc1cc(N2CCN(c3nc(-c4ccc([N+](=O)[O-])cc4)cs3)CC2)c2ccccc2n1 | -1% | u | -1% | 6.3µM* | 26% | -1%
CCCCC(=O)C1CCN(Cc2ccccc2)CC1 | -5% | -14% | -7% | 12% | -3% | 3%
COc1ccc(/C=C2/Sc3ccc(C(=O)N4CCOCC4)cc3NC2=O)cc1OC | 24% | u | 0% | -5% | 15µM* | 3%
CCOC(=O)N1CCC(NC(=O)CS(=O)(=O)Cc2nc(-c3ccccc3C)oc2C)CC1 | 3% | -4% | 45µM* | u | u | 3%
OC(c1ccccc1)(c1ccccc1)C1CCN(C(=S)NCCc2ccccc2)CC1 | 1% | u | 8% | u | u | 8%
O=C(O)c1cc2ccc3cccc4ccc(c1)c2c34 | 0% | x | 0% | -1% | 15% | -6%
Cc1c(N2C(=O)C3C4C=CC(C4)C3C2=O)c(=O)n(-c2ccccc2)n1C (stereo unspecified) | 0% | 26% | 11% | 16% | 0% | -1%
COc1ccc(C(CCN2CCOCC2)c2c(OC)cc(OC)c3c(C)cc(=O)oc23)cc1 (stereo unspecified) | -1% | u | 0% | -27% | u | -2%
Cc1ccccc1NC(=O)CSc1nnc(NC(=O)c2ccco2)s1 | -10% | 24% | -24% | x | 3% | -9%
N#Cc1ccc(CSc2nnc(-c3ccccn3)n2-c2ccc(Cl)cc2)cc1 | -3% | -15% | 0% | -23% | u | 0%
O=C1NC(c2ccco2)Nc2ccccc21 (stereo unspecified) | -5% | 11% | -1% | 3% | -3% | 3%
CCOC(=O)[C@@H]1[C@H]2COc3ccc(Br)cc3[C@H]2N2C(=O)N(c3ccc(C)cc3)C(=O)[C@]12C | -8% | u | 20% | 4% | 12µM* | -1%
N#CCCN(CCC#N)C(=O)c1ccc2c(c1)OCO2 | 4% | -6% | 7% | 1% | 3% | 1%
Cc1c(C)c2ccc(OCC(=O)N3C[C@H]4C[C@@H](C3)c3cccc(=O)n3C4)c(C)c2oc1=O | -4% | -11% | 8% | -67% | -13% | -5%
O=C(CCNS(=O)(=O)c1ccccc1C(F)(F)F)N1CCN(c2ccccc2O)CC1 | -2% | u | -4% | 15% | u | x
O=C(NCC1CCCO1)c1cccc(N2CCCC2=O)c1 (stereo unspecified) | -2% | 28% | -16% | 20% | 46%[activator] | 0%
O=C(c1cccc(S(=O)(=O)NCc2ccccc2)c1)N1CCCCC1 | 2% | -26% | 1% | 10% | 14% | x
COc1ccc(C=O)cc1Cn1ccnc1 | 2% | 5% | 0% | 6% | u | -10%
CC(Oc1ccc2c(-c3ccccc3)cc(=O)oc2c1)C(=O)N1CCC[C@@H]1C(N)=O (stereo partly specified) | 3% | 38%[activator] | -16% | -35% | -5% | 0%
C[C@H](NC(=O)C1CCN(S(=O)(=O)c2ccccc2)CC1)C(=O)NCc1ccc(Cl)c(Cl)c1 | -2% | 15% | 4% | -15% | u | -8%

An excerpt from above in order of length of the SMILES, largest number first:
SMILES | Tb PYK inh | Pf growth 48h | Sm TGR inh | HCV inh | Pf growth 96h | LmPK inh
CC(Oc1ccc2c(-c3ccccc3)cc(=O)oc2c1)C(=O)N1CCC[C@@H]1C(N)=O (stereo partly specified) | 3% | 38%[activator] | -16% | -35% | -5% | 0%
Cc1c(N2C(=O)C3C4C=CC(C4)C3C2=O)c(=O)n(-c2ccccc2)n1C (stereo unspecified) | 0% | 26% | 11% | 16% | 0% | -1%
COc1ccc(/C=C2/Sc3ccc(C(=O)N4CCOCC4)cc3NC2=O)cc1OC | 24% | u | 0% | -5% | 15µM* | 3%
OC(c1ccccc1)(c1ccccc1)C1CCN(C(=S)NCCc2ccccc2)CC1 | 1% | u | 8% | u | u | 8%
N#Cc1ccc(CSc2nnc(-c3ccccn3)n2-c2ccc(Cl)cc2)cc1 | -3% | -15% | 0% | -23% | u | 0%
COc1ccc(C=O)cc1Cn1ccnc1 | 2% | 5% | 0% | 6% | u | -10%

(listing goes on)
SMILES | Tb PYK inh | Pf growth 48h | Sm TGR inh | HCV inh | Pf growth 96h | LmPK inh
Cc1ccsc1C1Nc2ccc3ncccc3c2C2=C1C(=O)CCC2 (stereo unspecified) | -3% | 10µM* | -19% | -12% | 4.7µM* | 7%
CCc1nnc(NC(=O)C2CCN(c3nc(C)cc(C)n3)CC2)s1 | -3% | -9% | 7% | 12% | 11% | 0%
CN(Cc1cccnc1)C(=O)CC1C(=O)NCCN1Cc1ccc(-c2ccccc2)cc1 (stereo unspecified) | 7% | -22% | u | -3% | 58%[activator] | -7%[11.5 µM]
Nc1[nH]ncc1C(=O)Nc1cccc(C(F)(F)F)c1 | 1% | -16% | 4% | -6% | u | -2%
CC(C)CCN(C)C1CCN(S(=O)(=O)c2cccc(C(F)(F)F)c2)CC1 | 0% | -10% | 4% | -8% | -5% | 7%
O=C(C(=O)c1ccc(O)cc1)c1ccccc1 | 0% | 2% | 0% | 5% | 227%[activator] | 0%
CCc1cc2c(Nc3ccc(O)cc3)nc(C)nc2s1 | -4% | 12% | -6% | u | 70%[activator] | 3%
COc1ccc(C(=O)Nc2cc(OC)c(NC(=O)c3ccco3)cc2OC)cc1 | -7% | u | u | u | x | 6%
C/C(=N\NC(=O)c1nn(C)cc1Br)c1cccc(NC(=O)C2CCCC2)c1 | 0% | 9% | 3% | -58% | 5% | -3%
CC(=O)c1cccc(N(CC(=O)Nc2cccnc2)S(C)(=O)=O)c1 | -9% | 16% | u | 18% | u | 2%
COc1ccc(OC)c(S(=O)(=O)NC(C)c2cnn(-c3ccccn3)c2C)c1 (stereo unspecified) | -11% | 7% | -1% | 42%[activator] | 15µM* | -8%
C=C(C)COc1ccc(-c2[nH]ncc2-c2ccc(OC)cc2)c(O)c1 | 2% | u | 8% | -14% | u | 3%
COc1ccc(OC)c(NC(=O)c2cccnc2)c1 | -22% | 0% | -3% | -18% | u | 5%
Nc1c(C(=O)Nc2cccc(F)c2)nnn1-c1ccc2c(c1)OCCO2 | -12% | 134%[activator] | 3% | -26% | 135%[activator] | -3%
Cc1nnc(N/N=C/c2ccc(Br)cc2)n1N | -3% | 81%[activator] | -27% | -15% | 15µM* | 11%
COC(=O)c1ccc(-c2nc3ccc(C)cc3o2)cc1 | 5% | x | 6% | -16% | u | 5%
CC(COc1ccc(C(C)C)cc1)NC(=O)c1ccc(Br)o1 (stereo unspecified) | x | -14% | 3% | x | u | 2%
N#CC(c1ccc(F)cc1)c1ccc(C(=O)c2ccccc2)cc1 (stereo unspecified) | -6% | x | 6% | u | 16% | 12%
CN(C(=O)c1ccc(N2CCCCC2)c([N+](=O)[O-])c1)C1(C)CCS(=O)(=O)C1 (stereo unspecified) | 4% | 15% | 0% | 10% | -5% | 2%
COc1cc(NC(=O)Cn2nnc(-c3ccccc3N)n2)cc(OC)c1 | -4% | -15% | -8% | u | 50%[activator] | -3%

Continued, starting with the last 2 of the part before.
SMILES | Tb PYK inh | Pf growth 48h | Sm TGR inh | HCV inh | Pf growth 96h | LmPK inh
CN(C(=O)c1ccc(N2CCCCC2)c([N+](=O)[O-])c1)C1(C)CCS(=O)(=O)C1 (stereo unspecified) | 4% | 15% | 0% | 10% | -5% | 2%
COc1cc(NC(=O)Cn2nnc(-c3ccccc3N)n2)cc(OC)c1 | -4% | -15% | -8% | u | 50%[activator] | -3%
Cc1ccc(S(=O)(=O)N(C)CC(=O)Nc2nnc(CC(C)C)s2)cc1 | 6% | -4% | 0% | -8% | 21% | 1%
CN(CC(=O)N1CCN(c2ccccc2)CC1)C1CCCc2ccccc21 (stereo unspecified) | -4% | -16% | -2% | 15% | -8% | 6%
CCSc1n[nH]c2nc3c(c(=O)n12)C1(CCCCC1)Cc1ccccc1-3 | -11% | 6% | -12% | 24% | 37%[activator] | -1%
COc1ccc(C(=O)NCC(=O)NCCc2c[nH]c3ccccc23)cc1OC | 3% | 11% | -3% | 9% | u | 2%
CC(C)CNC(=O)c1ccccc1NC(=O)c1ccccc1N(C)S(C)(=O)=O | -14% | -10% | 0% | 1% | 19% | 3%
CC(=O)Nc1ccc(OCC(O)CNC2CCCC2)cc1 (stereo unspecified) | -1% | 0% | 31% | 10% | -3% | 0%
O=C(O)c1cc(-c2cccc(Cl)c2)nc2nc(N3CCCCC3)sc12 | -3% | -17% | -18% | 5% | -25% | -22%
Cc1cc(C)c2c(c1)-c1cc(C)nn1C(c1cccnc1)N2 (stereo unspecified) | -3% | u | -5% | -10% | 41%[activator] | 4%
CCN(CC)Cc1c(O)ccc2cc(-c3nc4ccccc4n3C)c(=O)oc12 | 1% | 39%[activator] | u | 0% | -5% | -1%

Compound activity deposited in PubChem BioAssay by National Center for Advancing Translational Sciences (NCATS).
